Screening data deposited in PubChem by Broad Institute.
LGR2 inh: inhibitors of bursicon-induced LGR2 CRE-luciferase signal, primary screen, cell-based, HEK293, CRE-luciferase reporter, bursicon stimulation; Drosophila bursicon receptor LGR2 (rickets); 380,000 compounds, 0.35% hits; bursicon-stimulated, 4 h; inhibition, % at 9.99 µM;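 active = drop in luminescence signal, shown as inhibition above about 50% in the replicate tests, limit read from the data, passing the limit was not always enough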;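 note: agonist challenge used bursicon conditioned medium at about half maximal strength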
C2C12 statin: suppressors of statin myotoxicity in C2C12 myotubes, primary screen, cell-based, single point, plate reader. 330,000 compounds, 0.78% hits. AID 602340, 2012. rescue of ATP level, % at 7.49 µM. C2C12 myotubes + simvastatin, ATP luminescence, 48 h; scaled: DMSO 0, geranylgeraniol control 100;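 active = mean ATP rescue above about 67%, or every replicate alone reaching that limit, limit read from the data, passing the limit was not always enough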;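 note: myotubes were challenged with 10 µM simvastatin during compound exposure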
S100A4 MyoIIA: inhibitors of S100A4-myosin IIA peptide binding, primary screen, biochemical, fluorescence polarization, TAMRA-MyoIIA peptide; inhibition, % at 10.7 µM; 360,000 compounds, 0.14% hits; AID 652163, 2013;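 active = mean inhibition of at least 70% across replicates, with every replicate also reaching that level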
Target sequence (P26447 whole entry, looked up): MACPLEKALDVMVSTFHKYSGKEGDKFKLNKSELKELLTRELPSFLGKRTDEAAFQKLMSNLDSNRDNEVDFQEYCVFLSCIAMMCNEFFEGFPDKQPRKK
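Test system: S100A4 monomer protein. Medium: HEPES buffer with Ca2+, pH 7.2. Reagent: fluorescent myosin IIA peptide, 5 nM. Compound dosing: single-point compound testing. Timing: 5 min between mix addition and reading. Benchmarks: DMSO neutral and TFP positive wells.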
FN deposition inh: inhibitors of fibronectin matrix deposition, primary screen, AH1F cells, Alexa488-fibronectin fluorescence, plate reader; AH1F fibroblasts, overnight; inhibition, % at 12.6 µM; 350,000 compounds, 0.086% hits; AID 743247, 2014;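 active = mean inhibition across replicates of 30% or more, regardless of how many single replicates reach that level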;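 note: positive control wells lacked labelled fibronectin entirely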
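Assay system: AH1F fibroblasts assembling fluorescent fibronectin matrix; Amount: 10000 AH1F cells per well; Buffer or medium: DMEM, 2% serum; Probe or stimulus: Alexa488-fibronectin, 24 nM final in well; Doses: single compound dose, delivered by pin transfer; Incubation: 1 h adhesion, overnight exposure; Measured by: fluorescence 485/525 nm; Read-out: fibronectin deposition inhibition.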
esBAF inh: Bmi1 luciferase reporter increase in mESCs, primary screen, esBAF inhibitor project, mouse ES cells, Bmi1 luciferase knock-in, single point | 24 h; 100% = twice the neutral-well signal | reporter increase, % at 12.5 µM | 350,000 compounds, 2% hits; in the data active = activation above about 40%;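 note: 0% = median of the plate's neutral control wells and 100% = double that signal; a rise in the Bmi1 reporter signal indicates esBAF inhibition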
CASP6 VEID inh: human caspase-6 inhibitors, primary screen, biochemical, VEID-R110 fluorescence, single point, set 2 | P55212 | purified caspase-6, Z-VEID-R110 cleavage fluorescence | inhibition, % at 12.5 µM | 350,000 compounds, 0.53% hits | AID 686996, 2013;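 active = mean inhibition across replicates at least about 35%, with every replicate also reaching that limit, limit read from the data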;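 note: 0% = median of neutral control wells and 100% = no fluorescence left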
Target sequence (P55212 24-179 limits assumed): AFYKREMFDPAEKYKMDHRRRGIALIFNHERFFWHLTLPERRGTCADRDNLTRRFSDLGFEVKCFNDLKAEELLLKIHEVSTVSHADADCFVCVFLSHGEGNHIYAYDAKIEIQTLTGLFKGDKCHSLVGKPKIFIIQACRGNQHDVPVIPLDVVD
Target sequence (P55212 194-293 limits assumed): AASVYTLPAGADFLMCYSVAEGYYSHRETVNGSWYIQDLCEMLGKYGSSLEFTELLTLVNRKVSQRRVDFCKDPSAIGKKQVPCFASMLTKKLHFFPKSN
SIRT5 inh: SIRT5 desuccinylase inhibitors, primary screen, biochemical, fluorescence imaging, single point, set 5. NAD-dependent protein deacylase sirtuin-5, mitochondrial (Homo sapiens), Q9NXA8. Purified SirT5, succinyl-peptide AMC, trypsin-coupled fluorescence. inhibition, % at 15 µM. 330,000 compounds, 1.1% hits. AID 652115, 2013; in the data active = inhibition above about 15%
Target sequence (Q9NXA8 whole entry, looked up): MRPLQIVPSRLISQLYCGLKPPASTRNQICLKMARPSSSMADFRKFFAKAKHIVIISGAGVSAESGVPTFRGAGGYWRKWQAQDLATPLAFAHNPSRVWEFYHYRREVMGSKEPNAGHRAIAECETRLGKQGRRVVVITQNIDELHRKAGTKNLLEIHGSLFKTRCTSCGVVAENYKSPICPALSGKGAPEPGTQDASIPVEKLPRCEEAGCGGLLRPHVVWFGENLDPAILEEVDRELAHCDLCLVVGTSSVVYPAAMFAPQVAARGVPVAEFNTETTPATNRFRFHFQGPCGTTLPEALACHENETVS
* marks the source's active call; other numbers are inactive results; / = no result given. A portion of the library. The share of hits here may be higher or lower than overall.

The opening two records, ahead of the listing:
(1) CSc1ccc(/C=N/NC(=O)c2cccc(Cl)c2)cc1
(2) CC(C1CC1)N(Cc1ccccc1)C(=S)Nc1ccccc1Cl (stereo not drawn)

screen / no.	1	2
LGR2 inh	-51	-16
S100A4 MyoIIA	-3	-5
C2C12 statin	/	-9
FN deposition inh	-6	2
CASP6 VEID inh	-1	-1
esBAF inh	/	-1
SIRT5 inh	-4	-4

This part in full (from the top)
(1) CSc1ccc(/C=N/NC(=O)c2cccc(Cl)c2)cc1
(2) CC(C1CC1)N(Cc1ccccc1)C(=S)Nc1ccccc1Cl (stereo not drawn)
(3) COc1ccc(CNC(=O)CN(Cc2ccccc2)C(=O)CCC(=O)Nc2ccccn2)cc1
(4) Cc1ccc(OCC(=O)Nc2c(C)nn(-c3ccccc3)c2C)c(Br)c1
(5) COc1cccc(-c2cccc(NC(=O)C3CCN(C4CCOCC4)CC3)c2)c1
(6) COc1ccccc1C(=O)N/N=C(\C)c1ccc(NC(=O)Cc2ccccc2)cc1
(7) O=C(CN1C(=O)C2C3CCC(C3)C2C1=O)OCC(=O)c1ccc(Br)cc1 (stereo not drawn)
(8) COc1ccc2cc(Br)ccc2c1CC(=O)N1CCCC1

screen / no.	1	2	3	4	5	6	7	8
LGR2 inh	-51	-16	2	11	26	-28	-5	9
S100A4 MyoIIA	-3	-5	3	18	-5	9	-5	0
C2C12 statin	/	-9	-16	44	6	/	-3	3
FN deposition inh	-6	2	-3	1	-3	-1	-9	-1
CASP6 VEID inh	-1	-1	0	2	-4	-1	-3	0
esBAF inh	/	-1	0	-5	5	/	1	4
SIRT5 inh	-4	-4	-1	0	2	-10	-3	-14

(9) CCC(OC(=O)CNS(=O)(=O)c1ccccc1)C(=O)c1ccccc1 (stereo not drawn)
(10) CS(=O)(=O)N(CCc1ccccc1)CC(=O)NCc1ccc(Cl)cc1
(11) COc1cccc(S(=O)(=O)Nc2ccc3c(c2)C(=O)N(C)C[C@@H](OC)[C@H](C)CN(C(=O)Cc2cccnc2)[C@@H](C)CO3)c1
(12) O=C(NCC1COc2ccccc2O1)C1CCN(S(=O)(=O)c2ccccc2)CC1 (stereo not drawn)
(13) CN1CCN(C(=O)C[C@H]2CC[C@@H]3[C@H](COC[C@@H](O)CN3CC3CCOCC3)O2)CC1
(14) O=C(Nc1cccc(S(=O)(=O)c2cccc(NC(=O)c3ccco3)c2)c1)c1ccco1
(15) c1ccc(COc2cccc(-c3cc4nc(NCCN5CCOCC5)ccn4n3)c2)cc1
(16) FC(F)(F)c1cnc(N2CCC(=NOCc3ccc(Cl)cc3)CC2)c(Cl)c1

screen / no.	9	10	11	12	13	14	15	16
LGR2 inh	6	1	-1	-17	-7	-8	-2	/
S100A4 MyoIIA	1	4	0	12	7	-15	-1	/
C2C12 statin	-5	5	-6	-1	3	-72	5	5
FN deposition inh	-5	1	/	-4	-9	0	3	6
CASP6 VEID inh	0	-1	-2	0	-33	-2	-2	/
esBAF inh	-6	-1	-1	3	3	6	2	-5
SIRT5 inh	-2	-1	/	7	1	-2	1	/

(17) CCNC(=O)C[C@@H]1CC[C@@H]2[C@H](COc3ccc(NC(=O)c4ccccc4Cl)cc3C(=O)N2C)O1
(18) N#Cc1cccc(-c2ccc3c(c2)[C@H]2[C@H](CCN2S(=O)(=O)c2ccccc2)[C@H](CO)N3)c1
(19) O=C(Nc1nc2c(F)cc(F)cc2s1)c1ccccn1
(20) COC(=O)c1ccc(N=C2SCC(=O)N2C)cc1
(21) COc1c(C)cc(C(=O)C2CCCN(C(=O)c3cccc(-n4cccn4)c3)C2)cc1C (stereo not drawn)
(22) C=C1C(=O)[C@]23C[C@H]1CC[C@H]2[C@]1(C)[C@@H](OC(C)=O)CC[C@@](C)(C(=O)OC)[C@H]1C[C@@H]3OC(C)=O
(23) C[C@H]1CN([C@@H](C)CO)C(=O)Cc2cc(NC(=O)CCCCCC(=O)Nc3ccccc3N)ccc2O[C@@H]1CN(C)S(=O)(=O)c1ccc(F)cc1
(24) CCn1nnc(NC(=O)c2ccco2)n1

screen / no.	17	18	19	20	21	22	23	24
LGR2 inh	-6	-5	60*	8	/	29	8	-8
S100A4 MyoIIA	/	1	-3	-2	4	0	13	2
C2C12 statin	0	-28	-21	0	-11	-41	28	2
FN deposition inh	-1	5	5	11	-5	/	/	-5
CASP6 VEID inh	/	-1	-1	1	1	1	1	0
esBAF inh	-3	-1	-73	4	1	-85	6	-3
SIRT5 inh	/	3	-3	-2	-2	2	/	0

(25) CC(=O)NCCn1c(SCc2ccc(C)cc2)nc2ccccc2c1=O
(26) CC(O)[C@H](NC(=O)C1CCN(C(=O)[C@H](Cc2ccccc2)NC(=O)OC(C)(C)C)CC1)C(=O)O (stereo partly drawn)
(27) COc1ccc(C)cc1S(=O)(=O)N(C)CC(=O)Nc1ccc2c(c1)OCO2
(28) Cc1ccc(CS(=O)Cc2ccc(C(=O)NC3CCC(C)CC3)o2)cc1 (stereo not drawn)
(29) CC(=O)C1[C@H](N(C)C)CC2C3CC=C4CC(O)CC[C@]4(C)C3CC[C@@]21C (stereo partly drawn)
(30) Cc1noc(C)c1S(=O)(=O)Nc1ccc2c(c1)C(=O)N([C@@H](C)CO)C[C@@H](C)[C@H](CN(C)C(=O)Nc1ccc(F)cc1)OCCCC[C@@H](C)O2
(31) O=C(NC1CC1)C1=C[C@@H](c2ccc(C(F)(F)F)cc2)C[C@@H](OCCCCO)O1
(32) CN(C)CCCN1c2ccc([N+](=O)[O-])cc2CCc2cc([N+](=O)[O-])ccc21

screen / no.	25	26	27	28	29	30	31	32
LGR2 inh	/	6	28	9	4	-9	-32	-5
S100A4 MyoIIA	/	-4	-3	0	-2	-14	-2	2
C2C12 statin	-2	-14	36	-5	-1	/	0	-44
FN deposition inh	13	/	/	-5	-3	3	11	-6
CASP6 VEID inh	/	-1	9	7	/	2	0	-4
esBAF inh	-1	1	-4	4	2	10	6	-7
SIRT5 inh	/	-4	-2	-2	0	12	4	-2

4 compounds from above, ordered by molar mass, highest first:
(30) Cc1noc(C)c1S(=O)(=O)Nc1ccc2c(c1)C(=O)N([C@@H](C)CO)C[C@@H](C)[C@H](CN(C)C(=O)Nc1ccc(F)cc1)OCCCC[C@@H](C)O2
(26) CC(O)[C@H](NC(=O)C1CCN(C(=O)[C@H](Cc2ccccc2)NC(=O)OC(C)(C)C)CC1)C(=O)O (stereo partly drawn)
(28) Cc1ccc(CS(=O)Cc2ccc(C(=O)NC3CCC(C)CC3)o2)cc1 (stereo not drawn)
(29) CC(=O)C1[C@H](N(C)C)CC2C3CC=C4CC(O)CC[C@]4(C)C3CC[C@@]21C (stereo partly drawn)

screen / no.	30	26	28	29
LGR2 inh	-9	6	9	4
S100A4 MyoIIA	-14	-4	0	-2
C2C12 statin	/	-14	-5	-1
FN deposition inh	3	/	-5	-3
CASP6 VEID inh	2	-1	7	/
esBAF inh	10	1	4	2
SIRT5 inh	12	-4	-2	0

Further records
(33) O=C(COC(=O)/C=C/c1ccccc1)Nc1ccc2c(c1)OCCO2
(34) C[C@@H]1NC(=O)OC1c1ccco1 (stereo partly drawn)
(35) C=CCn1c(SCC(=O)Nc2ccccc2F)nnc1C(C)NC(=O)c1ccccc1F (stereo not drawn)
(36) Cc1ccc(S(=O)(=O)N2CCN(C(=O)COC(=O)/C=C/c3ccccc3F)CC2)c(C)c1
(37) COc1ccc2c3c([nH]c2c1)[C@@H](CO)N(Cc1cc(F)ccc1F)CC31CN(C(=O)C2CCC2)C1
(38) COc1ccc(C(OC(=O)c2ccco2)C(=O)NC(C)(C)C)cc1OC (stereo not drawn)
(39) O=C(Nc1c(Cl)ccc2nsnc12)c1ccco1
(40) CCOc1ccc(NC(=O)CN(C)Cc2ccc3c(c2)OCO3)cc1S(=O)(=O)N1CCCC1

screen / no.	33	34	35	36	37	38	39	40
LGR2 inh	-4	-9	6	1	33	7	11	-12
S100A4 MyoIIA	-3	12	1	1	12	-25	3	-6
C2C12 statin	-2	4	-2	3	/	2	1	-4
FN deposition inh	8	3	3	-12	-4	-10	-1	-1
CASP6 VEID inh	0	0	3	-1	-1	3	2	-2
esBAF inh	1	-4	3	-6	/	-1	-11	5
SIRT5 inh	-5	/	-1	1	2	-1	2	-3

(41) COc1cccc(CN(C(=O)c2ccc([N+](=O)[O-])cc2)C2CCS(=O)(=O)C2)c1 (stereo not drawn)
(42) COc1ccc(N(C(=O)c2ccc(Br)o2)C2C=CS(=O)(=O)C2)c(OC)c1 (stereo not drawn)
(43) ONC(=Nc1ccc(Cl)cc1)c1ccccc1
(44) Clc1ccc(-c2nnc(-c3ccco3)nc2N2CCCCC2)cc1
(45) C[C@@H]1CN(S(=O)(=O)c2c(F)cccc2F)CCN1S(=O)(=O)c1ccc2c(c1)OCCO2
(46) CCCNC(=O)N1C[C@@H](C)[C@@H](OC)CN(C)C(=O)c2cc(NC(=O)CC)ccc2OC[C@@H]1C
(47) COc1cccc(NC(=S)N/N=C2\CC(C)(C)Oc3ccc(O)cc32)c1
(48) COC(=O)c1ccc(NC(=O)CNc2ccccc2)cc1

screen / no.	41	42	43	44	45	46	47	48
LGR2 inh	5	5	/	18	-9	25	15	-24
S100A4 MyoIIA	1	1	/	-3	-1	1	2	8
C2C12 statin	5	/	2	/	-15	-17	-9	/
FN deposition inh	-32	2	-5	/	7	-4	-5	-10
CASP6 VEID inh	0	3	/	14	-2	0	-1	-3
esBAF inh	0	/	3	/	-1	-2	-7	/
SIRT5 inh	-1	-3	/	2	/	0	-2	/

(49) Cc1c(CCC(=O)O)c(=O)oc2c(C)c(OCc3cc4c(cc3Cl)OCO4)ccc12
(50) O=C1NC[C@@H](CCCCN2C[C@H](Cc3ccccc3)N(CCc3ccc(O)cc3)C(=O)C2=O)N(CC2CCCCC2)C1=O
(51) CC(=O)c1c(-c2ccccc2)c2cc(Cl)ccc2n(C)c1=O
(52) CSc1ccc(C2Nc3ccccc3-c3cc(C)nn32)cc1 (stereo not drawn)
(53) CC(c1ccccc1)N1CC(C(=O)O)CC1=O (stereo not drawn)
(54) CC(=O)CCC(=O)CNC(=O)CC[C@H]1O[C@@H](n2ccc(=O)[nH]c2=O)[C@H](O)[C@@H]1O
(55) OC[C@@H]1CN(Cc2cccs2)C[C@H](n2cnc3c(NCc4ccc(F)cc4)ncnc32)O1
(56) CC(C)NC(=O)N(C)C[C@@H]1OCCCC[C@@H](C)Oc2ccc(NS(=O)(=O)c3ccccc3)cc2C(=O)N([C@H](C)CO)C[C@H]1C

screen / no.	49	50	51	52	53	54	55	56
LGR2 inh	11	2	5	/	1	-9	-7	-10
S100A4 MyoIIA	3	15	-6	/	-1	0	-6	-11
C2C12 statin	-6	/	-4	2	/	0	-5	/
FN deposition inh	-3	4	17	4	-9	-1	-3	/
CASP6 VEID inh	43*	/	0	/	-2	0	1	1
esBAF inh	1	/	-5	37	/	-9	-9	8
SIRT5 inh	6	-5	0	/	-1	0	-2	0
